# EP2 modulator – EP2 receptor modulators, cAMP readout, primary screen, cell-based, HTRF cAMP, PGE2 stimulation; 260,000 tested, 0.83% active; Prostaglandin E2 receptor EP2 subtype (Homo sapiens), P43116; EP2-expressing cells, cAMP HTRF FRET, PGE2 co-stimulation; induction, % at 25 µM;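 active = compounds whose cAMP rise, as percent of the full-agonist control response, exceeds 60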;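 also: rat C6 glioma line stably carrying human EP2 under a CMV promoter; the protocol text gives 20 µM as final concentration; 100% = response of wells given 1 µM PGE2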
# zfTRPN1 agonist – zebrafish TRPN1 channel agonists, primary screen, cell-based, HEK293, calcium fluorescence | activation, % at 3 µM | transient receptor potential cation channel N1 (TRPN1/NompC), Danio rerio | HEK293 zebrafish TRPN1-YFP, Fluo-8 calcium fluorescence; 100% = response to 87 µM carbachol | 220,000 tested, 0.18% active | AID 1424, 2008;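 active = activation above its plate's cutoff, the mean activation of test wells on that plate plus 3 SD, cut at about 19% in these data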;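 also: 0% = DMSO alone and 100% = 87 µM carbachol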
#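 Assay system: Zebrafish TRPN1-YFP in HEK293 cells | Incubation: Dye loading 1 h at 37 °C, then 30 min room temperature | Measured by: Kinetic Fluo-8 fluorescence, ex 470-495, em 515-575 nm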
# 14-3-3 Bad PPI – inhibitors of 14-3-3 zeta/Bad binding, primary screen, biochemical, TR-FRET, bovine 14-3-3 zeta. 220,000 tested, 0.71% active. inhibition, % at 21.7 µM. AID 781, 2007. 14-3-3 protein zeta/delta (Bos taurus), P63103. TR-FRET 14-3-3zeta/Dy647-pBad peptide displacement, 1 h;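 active = inhibition above about 70%, limit read from the data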;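 also: 0% = full 14-3-3 plus peptide FRET controls and 100% = background without 14-3-3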
# NPY Y1 blocker – NPY-Y1 receptor antagonists, primary screen, cell-based; Neuropeptide Y receptor type 1 (Homo sapiens), P25929; 200,000 tested, 1% active; HEK293-CNG Y1 cells, membrane potential fluorescence; NPY at EC95, then isoproterenol; inhibition, % at 3.6 µM;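 active = inhibition above the campaign mean inhibition of all tested compounds plus 3 SD, cut at about 20% in these data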;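 also: 0% = DMSO wells given NPY plus isoproterenol and 100% = isoproterenol alone without NPY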
# Target sequence (P25929 whole entry, looked up): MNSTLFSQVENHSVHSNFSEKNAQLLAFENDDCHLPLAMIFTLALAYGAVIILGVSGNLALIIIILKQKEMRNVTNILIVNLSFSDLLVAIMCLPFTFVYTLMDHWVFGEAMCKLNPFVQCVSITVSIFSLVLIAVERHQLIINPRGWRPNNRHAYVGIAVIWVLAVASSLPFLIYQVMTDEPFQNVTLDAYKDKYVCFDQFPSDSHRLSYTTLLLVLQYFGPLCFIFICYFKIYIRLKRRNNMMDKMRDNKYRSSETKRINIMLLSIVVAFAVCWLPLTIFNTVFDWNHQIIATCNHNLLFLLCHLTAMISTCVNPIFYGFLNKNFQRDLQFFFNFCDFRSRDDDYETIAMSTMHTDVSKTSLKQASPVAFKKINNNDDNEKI
#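 Material: HEK293 cells co-expressing NPY Y1 receptor and cyclic-nucleotide gated channel. Timing: compound incubation 1 h at room temperature, readout 45 min post-stimulation. Signal: fluorescence, membrane potential probe.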
# PPC-1+TRAIL kill – compounds killing PPC-1 cancer cells with TRAIL present, primary screen, TRAIL potentiator project, ATPLite luminescence, uHTS. PPC-1 cells + TRAIL, ATPLite viability luminescence. cell killing (% activity), % at 4 µM. 220,000 tested, 0.41% active. AID 1443, 2008;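 active = cell killing above 50% in the first pass at 4 µM, then a duplicate retest at 5 µM averaging 50% or more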;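 also: plate controls were cells with TRAIL plus DMSO for no effect and medium-only wells lacking cells for full effect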
# TRPML3 ag – human TRPML3 channel agonists, primary screen, cell-based, HEK293 TRPML3-YFP, Fluo-8 calcium fluorescence, 3 µM | activation, % at 3 µM | 100% = the carbachol control signal | Mucolipin-3 (Homo sapiens), Q8TDD5 | 220,000 tested, 0.29% active;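 active = activation above its plate's cutoff, the mean activation of the plate's test wells plus 3 SD, cut at about 12% in these data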;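 also: 0% = DMSO only wells and 100% = carbachol wells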
# Target sequence (Q8TDD5 whole entry, looked up): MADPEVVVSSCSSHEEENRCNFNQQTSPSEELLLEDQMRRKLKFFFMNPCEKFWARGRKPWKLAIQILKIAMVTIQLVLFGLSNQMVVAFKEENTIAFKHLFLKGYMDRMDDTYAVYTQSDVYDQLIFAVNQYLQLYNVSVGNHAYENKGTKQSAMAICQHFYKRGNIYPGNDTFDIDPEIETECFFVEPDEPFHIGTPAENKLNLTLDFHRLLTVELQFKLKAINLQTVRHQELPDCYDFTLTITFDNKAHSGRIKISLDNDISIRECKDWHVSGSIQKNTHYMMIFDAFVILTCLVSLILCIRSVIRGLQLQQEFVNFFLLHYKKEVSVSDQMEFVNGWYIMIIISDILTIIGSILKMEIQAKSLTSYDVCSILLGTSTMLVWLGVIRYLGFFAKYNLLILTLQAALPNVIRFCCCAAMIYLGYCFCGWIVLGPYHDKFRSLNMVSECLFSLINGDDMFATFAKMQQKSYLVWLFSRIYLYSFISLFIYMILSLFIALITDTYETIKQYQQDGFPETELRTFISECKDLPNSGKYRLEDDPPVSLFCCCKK
#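 Test system – HEK293 line with stable expression of human TRPML3-YFP channel · Control set – carbachol 87 µM final as high control (100%), DMSO as low control (0%) · Signal – Fluo-8 calcium dye fluorescence, ex 470-495, em 515-575 nm · Incubation – 1-h 37 °C dye load, 5-s basal, 120-s post-compound reads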
# NPY-Y1 PAM-ag – NPY-Y1 receptor potentiators or agonists, primary screen, cell-based; 220,000 tested, 0.37% active; NPY-Y1 expressing cells, potentiator/agonist activation; AID 1304, 2008; activation, % at 3.6 µM; in the data active = activation above about 33%, passing the limit was not always enough;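 also: cells stimulated with NPY at EC10 then isoproterenol at EC100; 0% = low agonist plus stimulus and 100% = saturating agonist plus stimulus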
# CHOP inh – inhibitors of CHOP promoter induction, primary screen, cell-based, unfolded protein response, luciferase reporter | CHO-K1 CHOP-promoter luciferase, tunicamycin-induced, 15-18 h | inhibition, % at 10 µM | 220,000 tested, 3.8% active | AID 2732, 2010;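 active = compounds that reduced the stress-induced luciferase reporter signal by more than about 70% of percent inhibition, limit read from the data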;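 also: 0% = tunicamycin plus vehicle and 100% = wells without tunicamycin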
# EP2 antag – human EP2 receptor antagonists, primary screen, TR-FRET cAMP, C6 glioma cells | Prostaglandin E2 receptor EP2 subtype (Homo sapiens), P43116 | C6 glioma cells expressing human EP2; cells stimulated with saturating PGE2 | inhibition, % at 25 µM | 260,000 tested, 0.52% active | AID 1422, 2008;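 active = percent inhibition above 40 after rounding to a whole number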;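 also: rat C6 glioma host cells with rolipram phosphodiesterase inhibitor present; the protocol text gives 20 µM as final concentration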
# Numbers without * were called inactive; · = no result given; & = joins results of further samples; [ ] = another dose, or the depositor's remark. The list is partial; the hit share may differ from the screen's.
Molecule	EP2 modulator	zfTRPN1 agonist	14-3-3 Bad PPI	NPY Y1 blocker	PPC-1+TRAIL kill	TRPML3 ag	NPY-Y1 PAM-ag	CHOP inh	EP2 antag
CC(=O)/C(=N/Nc1ccccc1)Sc1nnc(CCc2ccccc2)n1-c1ccccc1	26	0.9	-3	16	14	0.7	-5	14	7
Cc1nc2cc(-c3ccccc3)nn2c(C)c1CCC(=O)NC(C)c1ccc2c(c1)OCCO2 (configuration not stated)	-41	-0.4	2	3	39	0.4	-20	59	10
O=C(NCc1ccco1)c1cccc(S(=O)(=O)N2CCc3ccccc32)c1	8	2.1	-10[fluorescence artefact?]	0	18	0.9	16	20	4
COc1ccc(Br)cc1/C=N/NC(=O)c1cc(OC)c(OC)c(OC)c1	-43	1.3	-2[fluorescence artefact?]	-3	7	0.3	-2	1	15
N#C/C(=N\Nc1ccc(Cl)cc1)C(=N)N1CCCCCC1	-43	1.7	5	3	26	0.3	13	15	3
CN(C)S(=O)(=O)c1cc(NC(=O)COC(=O)c2ccc3c(c2)OCO3)ccc1Cl	2	1.2	-4	-1	16	0.7	-19	-7	6
Cc1ccc2c(c1)nnn2C1CCN(CC(=O)NNC(=O)c2ccco2)CC1	7	0.8	-2	4	8	0.1	6	7	7
Cc1ccc2ncnc(Nc3ccc(C)c(C)c3)c2c1	-10	-1.5	-7	13	12	-0.7	-29	17	13
C=CCOC(=O)C(C#N)c1nc2ccccc2nc1N1CCN(Cc2ccccc2)CC1 (configuration not stated)	-13	1.2	-11	2	12	0.5	0	8	11
O=C(NCc1ccccn1)C(=O)NCC(c1ccco1)N1CCOCC1 (configuration not stated)	30	0.9	-11	4	11	0.4	17	6	7
Cn1nnnc1SCC(=O)Nc1ccc(S(=O)(=O)N2CCOCC2)cc1	7	-0.1	-8	·	11	0.9	26	14	6
COc1ccc2nc(SCC(=O)Nc3cc(C)on3)[nH]c2c1	-7	-1.2	7	4	1	0.5	-16	35	4
CCCCNC(=O)COC(=O)c1ccccc1F	-22	1.1	-3	·	11	0.7	-4	-7	8
Cn1c(CSc2ncccn2)nnc1SCC(=O)N1CCCc2ccccc21	24	-1.1	-10	0	6	0.0	24	26	·
COc1ccc2c(c1OC)C(=O)OC2Nc1nc(-c2cc3cc(Br)ccc3oc2=O)cs1 (configuration not stated)	-12	-0.1	-3	·	8	-0.8	6	71*	5
CCn1c(C)nc2cc(C(=O)NNS(=O)(=O)c3ccccc3F)ccc21	3	-1.0	0	-1	6	0.1	-10	6	·
NC(=O)COc1ccc(NC(=O)OCc2ccccc2)cc1	2	2.3	2[fluorescence artefact?]	9	21	0.0	-17	25	23
CC1(C)CC(=O)C(C=NCCN2CCN(C3CC(=O)N(c4ccc(Cl)c(Cl)c4)C3=O)CC2)=C(O)C1 (configuration not stated)	14	-1.3	-6	1	7	0.5	15	20	16
CCOc1ccc2c(c1)nc(SCC(=O)c1ccc(Br)s1)n2C	-23	-2.4	41	2	-3	-2.0	-12	35	5
Cc1ccc(C)c(-n2c(SCC(=O)N3CCC(C(=O)O)CC3)nnc2-c2cccc(Cl)c2)c1	19	-1.1	3	2	7	0.3	-3	-2	3
CCN(CC)CCCNc1nc2cc(OC)c(OC)cc2c2nc(-c3ccccc3)nn12	-26	-0.7	5	8	26[5 µM]	0.0	-31	11	8
COc1cc(/C=N/n2c(-c3ccccc3)n[nH]c2=S)cc(OC)c1O	5	0.6	-3	·	2	0.1	14	6	4
CCOc1cc2c3c(c1)C(C)CC(C)(C)N3C(=O)C2=O (configuration not stated)	26	-0.4	-18	4	6	0.0	-2	-1	6
Cc1noc(C)c1S(=O)(=O)N1CCC(C(=O)N2CCN(c3ccccc3Cl)CC2)CC1	-50	2.8	7	4	16	1.5	11	12	12
[O-]/C(=C(\C(=S)Nc1ccccc1F)[n+]1ccccc1)c1ccc(-c2ccccc2)cc1	-3	-0.1	-5	1	-6	0.9	-7	40	12
CCN1CCN(C(=O)NC(c2ccc(C)c(F)c2)C(Cl)Cl)CC1 (configuration not stated)	8	-0.7	-5	4	7	1.1	-9	8	19
O=C1/C(=C/c2ccc(F)c(F)c2)CSc2sccc21	5	-3.8	-1	-1	-22	0.0	-16	66	12
Cc1ccc(NC(=O)CN2C(=O)N/C(=C/c3cc(C)n(-c4ccc(C(=O)O)cc4)c3C)C2=O)cc1	23	-0.1	19	4	19	0.3	14	34	10
Cc1ccc(-c2cc(C(=O)N/N=C/C=C/c3ccccc3)n[nH]2)o1	-15	0.8	-7	4	-4	0.2	-12	13	10
O=C(Nc1nnc(C23CC4CC(CC(C4)C2)C3)s1)c1ccc(N2C(=O)CCC2=O)cc1	13	0.9	15	0	15	0.0	17	28	11
Cc1cc(NS(=O)(=O)c2ccc(NC(=O)C(c3ccccc3)c3ccccc3)cc2)no1	14	1.1	2	-11	13	-0.4	37	91*	1
CCOC(=O)c1c(NC(=O)CCl)sc(CN(C)C)c1-c1ccccc1	3	0.3	0	-2	-4	-0.1	33	-180	23
CCOc1ccc(N(C)S(=O)(=O)c2ccc(C)c(C(=O)OCC(=O)c3c[nH]c4ccccc34)c2)cc1	-74	0.8	0	-10	4	0.6	6	67	4
OCC1(Cc2ccccc2)CCN(Cc2cnn(-c3ccccc3F)c2)CC1	-57	0.0	1	17	4	1.9	-23	29	8
CCSc1nc2sc3c(c2c2[n+]1CC(CBr)O2)CCCC3 (configuration not stated)	17	0.3	14	·	16	0.0	-7	9	4
CCN(CC)c1ccc(C(=O)OCC(=O)c2ccco2)cc1	27	-1.0	-2	9	21	1.4	-7	31	9
CNc1cc(CSC)nc(SCc2ccc(Cl)cc2Cl)n1	4	-0.3	-7	2	6	-0.6	0	77*	1
Cc1cc(C)cc(N=C(NO)c2cccc([N+](=O)[O-])c2)c1	16	-1.9	-10	-4	16	-0.7	10	25	6
O=C(CN1CCN(Cc2ccccc2F)C1=O)NC1CCCC1	6	-0.4	-8	3	5	0.5	0	0	8
OCC1(Cc2cccc(F)c2)CCN(Cc2cccc3nccnc23)CC1	-20	-0.4	-6	3	-1	0.4	18	13	3
Cc1ccc(OCC(=O)NC2CCCc3ccccc32)c(C)c1 (configuration not stated)	11	-1.3	7	17	5	-0.3	-30	40	8
Cc1[nH]nc2c1C1(CCN(C(=O)OCc3ccccc3)CC1)C(C#N)=C(N)O2	-17&-90	1.2	-6	4	-18	0.8	-7	73*	14&17
CCn1c(=O)c2cc(C(=O)N3CCN(C(=O)c4ccco4)CC3)sc2c2ccccc21	5	-0.9	5	10	11	0.1	4	26	13
CCN(Cc1cnn(C)c1)Cc1nc(Cc2ccccc2Cl)no1	14	0.7	-6	3	13	0.7	12	40	7
COc1cccc(OC)c1OCCCN1CCOCC1	15	0.7	45	-1	12	0.8	5	25	12
O=C(CSc1nc2ccccc2o1)N/N=C/c1ccc(C(=O)O)cc1	2	-1.0	-2	·	9	0.6	-13	0	3
COc1ccc(-c2nc3ccccc3c(=O)n2N)cc1	15	2.2	-16[fluorescence artefact?]	7	-2	0.5	5	-12	5
COc1ccccc1N1C(=O)CC(N(O)c2ccccc2)C1=O (configuration not stated)	-7	2.0	-6	·	-17	0.1	-3	5	11
Cc1ccc(C(=O)O)cc1NC(=O)CCc1ccccc1	34	2.2	-10	0	20	1.2	-19	-1	7
CC/C(C)=C1\SC(N2CCN(C(C)=O)CC2)=NC1=O	2	0.4	-17	-4	21	-0.6	21	9	12
O=S(=O)(c1ccc2ccccc2c1)n1cnc2ccccc21	-41	-0.8	8	6	-6	0.7	10	63	4
CC1CCc2c(C(=O)Nc3ccccn3)csc2C1 (configuration not stated)	-18	-2.0	-2	·	28	6.9	-23	17	1
COCCCn1c(SCC(=O)Nc2nnc(C)s2)nnc1-c1ccoc1C	9	1.1	9	0	0	0.4	-2	-30	8
CC(=O)Nc1ccc(SCC(=O)O)cc1	17	0.2	-15	0	20	1.0	-17	15	4
CC(=O)Nc1cc(S(=O)(=O)Nc2ccccc2C)c(C)cc1C	4	1.8	-3[fluorescence artefact?]	-5	15	0.5	10	30	13
CN1CCN(C(=O)c2cc3nc(-c4ccc(F)cc4)cc(C(F)(F)F)n3n2)CC1	-32	-0.2	9	-1	17	0.9	7	18	10
COc1ccc(-c2c3c(nc4sc(C(=O)Nc5cc(C)on5)c(N)c24)CCC3)cc1	-38	1.0	-13	-2	39	0.1	3	-13	9
COc1ccccc1CNC(=O)C(C)NS(=O)(=O)c1ccc(C)cc1 (configuration not stated)	-3	-1.6	-9[fluorescence artefact?]	-4	13	-0.6	-18	62	0
Cc1ccc(Cl)cc1NC(=O)COC(=O)c1ccccc1O	2	0.2	-3	·	28	0.7	-11	8	14
C=CCOc1ccc2nnc(C)n2n1	14	0.7	-1	2	17	0.8	26	-12	13

# Other entries follow.
Molecule	EP2 modulator	zfTRPN1 agonist	14-3-3 Bad PPI	NPY Y1 blocker	PPC-1+TRAIL kill	TRPML3 ag	NPY-Y1 PAM-ag	CHOP inh	EP2 antag
CCCC(=O)Nc1nnc(-c2ccc(Cl)s2)o1	19	1.1	3	0	-14	0.9	-10	17	10
O=c1c2ccccc2ncn1CCCSc1ccccc1	11	-0.7	5	-2	12	-0.7	-26	-8	4
CCOC(=O)c1cc(-c2ccccc2)n(CC(=O)Nc2ccc(OC)cc2)c1C	19	-0.2	-11	2	7	0.6	-2	75*	9
COc1ccc(C(=O)Oc2cc(/C=N/NS(=O)(=O)c3ccc(C)cc3)ccc2OC)cc1	21	0.8	-11	9	6	-0.3	5	28	·
CCOC(=O)c1cc(NC(=O)Nc2ccc(Br)cc2)c(C)nc1C	-63	1.9	6	0	8	1.2	-4	27	10
CC(=O)c1ccc(NC(=S)N(CCCN(C)C)Cc2ccccc2)cc1	-10	1.1	-1	·	10	0.3	31	6	128*
COC(=O)c1ccccc1NC(=O)NCc1c(C)nn(C)c1C	17	-0.3	-8	-1	20	1.2	14	1	6

# Bioassay records: PubChem BioAssay, several laboratories
